Bioassay records from PubChem.
TRPC4 block – inhibitors of mouse TRPC4 channel, primary screen, Fluo4 calcium, HEK293 TRPC4beta/mu-opioid cells; DAMGO-evoked Fluo4 calcium flux; stronger effect = lower value; B-score at 10 µM; actives 0.39% (n = 300,000); AID 2247, 2010;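 active means B-score over 3 SD under the library average, no early fluorescence shift, positive overall ratio signal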
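Assay system – HEK293 line stably carrying TRPC4beta and mu-opioid receptor · Doses – single dose · Detection – Fluo4 calcium-dye fluorescence, kinetic read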
TRPC4 act – activators of mouse TRPC4 channel, primary screen, Fluo4 calcium, HEK293 TRPC4beta/mu-opioid cells. Short transient receptor potential channel 4 (Mus musculus), Q9QUQ5. Fluo4 calcium fluorescence; stronger effect = higher value. B-score at 10 µM. actives 0.49% (n = 310,000). AID 2237, 2010;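 active means B-score above 5 SD of library B-scores, and initial fluorescence ratio not above library mean plus 5 SD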;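 further: positive B-score marks a calcium rise read as TRPC4 activation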
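System – HEK293 cells stably co-expressing mouse TRPC4beta and mu-opioid receptor · Signal – Fluo4 calcium-sensitive dye fluorescence, kinetic, 1 Hz baseline · Benchmarks – buffer (low) and maximal DAMGO (high) · Read-out – B score of integrated fluorescence ratio per well · Incubation – dye loading 45 min room temperature, 110 s kinetic read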
ANO1 activ – TMEM16A chloride channel activators or potentiators, primary screen, cell-based, HTS | Anoctamin-1 (Mus musculus), Q8BHY3 | actives 0.3% (n = 340,000) | B-score at 10 µM | AID 623877, 2012 | HEK293 TMEM16A/YFP-H148Q/I152L, iodide quench fluorescence; stronger effect = lower value;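 active means fluorescence-ratio B-score plate-corrected deviation score at least 3 library SD below zero, with starting fluorescence score within 5 deviations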;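 further: channel opened by trigger with iodide after compound preincubation; score built on the fluorescence ratio of max minus min over baseline; more negative score means more quench and so TMEM16A activation or potentiation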
TRPC4 potent – positive allosteric modulators of TRPC4, primary screen, cell-based, mouse TRPC4beta, HEK293 mu-opioid, Fluo-4 calcium; Short transient receptor potential channel 4 (Mus musculus), Q9QUQ5; DAMGO EC20, Fluo-4 Ca2+ flux; stronger effect = higher value; B-score at 10 µM; actives 0.42% (n = 310,000); AID 2227, 2009;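 active means B-score of calcium response area above 5 SD of library B-scores, with initial fluorescence ratio within 5 SD of library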;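 further: B-score of integrated fluorescence ratio over time as area under calcium response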
TRPC6 inh – mouse TRPC6 channel inhibitors, primary screen, cell-based, HEK293, membrane potential dye; B-score at 10 µM; actives 1.1% (n = 310,000); ACh-evoked depolarization; stronger effect = lower value;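 active means B-score under library mean minus 3 SD, initial fluorescence not abnormally high, positive integrated signal ratio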;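 further: B-score derived from integrated fluorescence ratio over the kinetic read; more negative B-score means stronger inhibition of depolarization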
ANO1 block – TMEM16A chloride channel inhibitors, primary screen, cell-based, HTS; HEK293 TMEM16A/YFP iodide influx fluorescence, ionomycin; normalized B-score (activity score, 25-100; higher = stronger inhibition) at 10 µM; actives 1.2% (n = 310,000);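 active means ratio plate-corrected score three or more library SD toward inhibition, starting fluorescence score within five deviations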;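 further: score derived from kinetic fluorescence span divided by baseline fluorescence per well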
MrgX1 agonist – agonists of human MrgX1 receptor, primary screen, HEK293 cells, Fluo-4 calcium flux. Fluo-4 calcium fluorescence, agonist mode; stronger effect = higher value. B-score at 10 µM. actives 0.44% (n = 310,000);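 active means calcium response B-score plate-corrected fluorescence ratio at least 3 library SD, with starting fluorescence B-score inside 5 SD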
Target sequence (Q96LB2 whole entry, looked up): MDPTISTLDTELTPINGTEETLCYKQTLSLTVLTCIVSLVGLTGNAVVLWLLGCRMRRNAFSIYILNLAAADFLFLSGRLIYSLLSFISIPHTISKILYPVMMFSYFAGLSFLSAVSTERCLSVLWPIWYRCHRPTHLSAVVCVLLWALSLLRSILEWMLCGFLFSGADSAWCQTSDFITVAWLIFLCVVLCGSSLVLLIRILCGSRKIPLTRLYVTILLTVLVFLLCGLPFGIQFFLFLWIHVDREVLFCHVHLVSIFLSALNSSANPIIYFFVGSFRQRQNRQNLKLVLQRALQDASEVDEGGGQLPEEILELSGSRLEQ
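Material: MrgX1-expressing HEK293 cells / Dosing: compound as first of three additions / Incubation: overnight seeding, then 1 h dark dye loading / Signal: Fluo-4 NW calcium fluorescence / Evaluation: B-scored fluorescence response ratio / Benchmarks: positive and negative control wells on each plate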
TRPC6 act – mouse TRPC6 channel activators, primary screen, cell-based, HEK293, membrane potential dye. B-score at 10 µM. actives 0.13% (n = 310,000). HEK293-TRPC6 membrane potential dye fluorescence; stronger effect = higher value. Short transient receptor potential channel 6 (Mus musculus), Q61143;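 active means B-score of the integrated fluorescence ratio above library mean plus 3 SD, and starting fluorescence ratio within library mean plus 5 SD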;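 further: higher score means more depolarization so channel activation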
MrgX1 antag – antagonists of human MrgX1 receptor, primary screen, HEK293 cells, Fluo-4 calcium flux; Mas-related G-protein coupled receptor member X1 (Homo sapiens), Q96LB2; BAM8-22 antagonism; stronger effect = lower value; B-score at 10 µM; actives 1.3% (n = 310,000); AID 588676, 2011;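 active means calcium-response B-score plate-corrected more than 3 library SD below zero, starting fluorescence within 5 deviations, no agonist response on first addition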;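 further: peak minus trough fluorescence over baseline after final BAM8-22 challenge near maximal dose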
MrgX1 allo act – positive allosteric modulators of MrgX1, primary screen, HEK293 cells, Fluo-4 calcium flux; AID 588675, 2011; Mas-related G-protein coupled receptor member X1 (Homo sapiens), Q96LB2; B-score at 10 µM; actives 0.63% (n = 310,000); FDSS; stronger effect = higher value;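 active means plate-corrected calcium response at least 3 library SD above typical, normal starting fluorescence, not activating the receptor alone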;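 further: compound read alongside a low EC10 to EC30 dose of BAM8-22 agonist; peak minus trough fluorescence over baseline measured at the second addition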
RGS4 inh – RGS4 inhibitors, primary screen, cell-based, HEK293 M3R inducible RGS4, calcium flux | actives 0.45% (n = 310,000) | Fluo-4 calcium flux; stronger effect = higher value; triggered by carbachol at its EC20 | Regulator of G-protein signaling 4 (Homo sapiens), P49798 | AID 463165, 2010 | B-score at 10 µM;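 active means B-score, a plate-corrected calcium signal, over three deviations above library mean, with baseline fluorescence within five deviations of library mean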;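 further: RGS4 expression induced by doxycycline in cells with stable M3 receptor; B-score is computed from the integrated fluorescence ratio over baseline after carbachol; higher B-score means a larger calcium signal and so more RGS4 inhibition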
Target sequence (P49798 whole entry, looked up): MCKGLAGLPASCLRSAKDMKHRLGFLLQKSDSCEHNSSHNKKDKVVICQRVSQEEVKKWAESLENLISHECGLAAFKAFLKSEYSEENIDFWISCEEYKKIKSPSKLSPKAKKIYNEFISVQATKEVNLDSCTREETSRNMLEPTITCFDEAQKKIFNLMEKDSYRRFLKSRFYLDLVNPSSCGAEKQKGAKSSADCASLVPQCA
Starred values were filed as active, the others as inactive; i = inactive; . = not tested or not shown.

SMILES	TRPC4 block	TRPC4 act	ANO1 activ	TRPC4 potent	TRPC6 inh	ANO1 block	MrgX1 agonist	TRPC6 act	MrgX1 antag	MrgX1 allo act	RGS4 inh
COc1ccc(C(=O)O)cc1S(=O)(=O)NCCCN1CCCC1=O	i	i	i	i	i	i	i	i	i	i	i
COCCNC(=O)C(c1ccc(C)o1)N(C(=O)c1snc(C(N)=O)c1N)c1cccc(C)c1 (stereo not given)	i	i	i	i	i	i	i	i	i	i	i
CCCOc1ccccc1-c1nc(SCCC(=O)O)n[nH]1	i	i	i	i	i	i	i	i	i	i	i
C=C(C)c1cccc(C(C)(C)NC(=O)NCCCn2ccnc2)c1	i	i	i	i	i	i	i	i	i	i	i
CC(=O)c1ccc(OCC(O)CN2CCN(Cc3ccccc3)CC2)cc1 (stereo not given)	i	i	i	i	i	i	i	i	i	i	i
CCOCCOC(=O)c1ccc(NC(=O)C2COc3ccccc3O2)cc1 (stereo not given)	i	i	i	i	i	i	i	i	i	i	i
C=CCNC(=O)COc1ccccc1C#N	i	i	i	i	i	i	i	i	i	i	i
Cc1c(Cl)cccc1NC(=O)c1cc(-c2ccccc2O)n[nH]1	i	i	i	i	i	i	i	i	i	i	i
c1ccc2c(c1)oc1c(Nc3ccc4c(c3)OCO4)ncnc12	i	i	i	i	i	i	i	i	i	i	i
CC(C)(C)C(=O)N(Cc1ccc(Cl)cc1)Cc1cccnc1	i	i	i	i	i	i	i	i	i	i	i
O=C1NC2(CCCC2)C(=O)N1CC(=O)N(Cc1ccccc1)c1ccccc1	i	i	i	i	i	i	i	i	i	i	i
NCCCC(=O)O	i	i	i	i	i	i	i	i	i	i	i
COc1cccc(/C=N/NC(=O)CCCC(=O)Nc2ccc(Br)cc2)c1	i	i	i	i	i	i	i	i	i	i	i
O=C(c1cc(-c2ccco2)nn1-c1cccc(Cl)c1)N1CCCCC1	i	i	i	i	i	i	i	i	i	i	i
COC(=O)C[C@H]1c2cc(C(F)(F)F)ccc2S(=O)(=O)N1Cc1ccccc1	i	i	i	i	i	i	i	i	i	i	i
COc1cc(/C=N/NC(=O)CNC(=O)c2ccc3c(c2)OCCO3)ccc1O	i	i	i	i	i	i	i	i	i	i	i
CCOC(=O)CCCc1ccc(/C(C)=N/NC(N)=S)cc1	i	i	i	i	i	i	i	i	i	i	i
CCOC(=O)c1ccc(NC(=S)Nc2ccccc2N)cc1	i	i	.	i	i	i	i	i	i	i	i
O=C(Cc1ccc(Cl)cc1)Oc1cccc2cccnc12	.	.	i	.	.	i	i	.	i	i	.
Cc1nc2ccccc2c(=O)n1/N=C/c1ccccc1O	i	i	i	i	i	i	i	i	i	i	i
CC(C(=O)Nc1ccccn1)N1C(=O)c2ccccc2S1(=O)=O (stereo not given)	i	i	i	i	i	i	i	i	i	i	i
Cn1nc(-c2ccc(S(N)(=O)=O)s2)cc1C(F)(F)F	i	i	i	i	i	i	i	i	i	i	i
CC(CCN1CCN=C1Nc1ccccc1)c1ccccc1 (stereo not given)	.	i	i	i	i	i	i	i	i	i	i
COc1ccccc1C(=O)COC(=O)/C=C/c1ccccc1	i	i	i	i	i	i	i	i	i	i	i
CC(=O)N1CCN(S(=O)(=O)c2c(C)n(C)c(=O)n(C)c2=O)CC1	i	i	i	i	i	i	i	i	i	i	i
NC1=NC2(CCCCC2)N(c2cccc(Cl)c2)C(N)=N1	i	i	i	i	i	i	i	i	i	i	i
CCOC(=O)c1[nH]c2ccc(OC)cc2c1NC(=O)c1ccccc1C(=O)O	i	i	i	i	i	i	i	i	i	i	i
O=C(O)C1C2C=CC(O2)C1C(=O)Nc1ccc2c(c1)OCCO2 (stereo not given)	i	i	.	i	i	i	i	i	i	i	i
Cc1cc(C)cc(NC(=O)CN2CCN(c3ncccn3)CC2)c1	i	i	i	i	i	i	i	i	i	i	i
Cc1nc2c(C)cccn2c(=O)c1NC(=O)COc1ccccc1	i	i	i	i	i	i	i	i	i	i	i
CC(=O)c1nnn(-c2ccc([N+](=O)[O-])cc2C)c1C	i	i	i	i	i	i	i	i	i	i	i
Cc1noc(NS(=O)(=O)c2ccc(NC(=O)C34CC5CC(C3)CC(n3cnc(Cl)n3)(C5)C4)cc2)c1C	i	i	i	i	i	i	i	i	i	i	i
CCN1C(=O)[C@H]2[C@@H](c3ccc(OC)cc3)N3C(=O)CN(Cc4ccccc4)C(=O)[C@@]3(Cc3ccccc3)[C@H]2C1=O	i	i	i	i	i	i	i	i	i	i	i
COCC(=O)N/N=C(\C)CC(=O)Nc1ccccc1C(N)=O	i	i	i	i	i	i	i	i	i	i	i
CCOC(=O)c1c(NC(=O)COc2ccccc2C#N)sc2c1CC(C)(C)NC2(C)C	i	i	i	i	i	i	i	i	i	i	i
CCC(Cc1ccccc1)NC(=O)CCc1ccccc1 (stereo not given)	i	i	i	i	i	i	i	i	i	i	i
CC(=O)N(CCC1(c2ccc(C)cc2)CCOC(C(C)C)C1)Cc1ccco1 (stereo not given)	i	i	i	i	i	i	i	i	i	10.1*	i
COCC(=O)NCCc1ccc(S(N)(=O)=O)cc1	i	i	i	i	i	i	i	i	i	i	i
O=C(Cn1ccc(C(F)(F)F)n1)N/N=C/c1ccc2c(c1)OCO2	i	i	i	i	i	i	i	i	i	i	i
COC(=O)[C@H](Cc1ccccc1)NC(=O)O[C@@H]1C(=O)c2cc(OC)ccc2O[C@H]1c1ccc(OC)c(Br)c1	i	i	.	i	i	i	i	i	i	i	i
O=C(CN1CCN(C(=O)N2CCCCC2)CC1)Nc1ccc(F)cc1	i	i	i	i	i	i	i	i	i	i	i
CN1C(=O)NC2(O)C(=O)c3ccccc3C12O (stereo not given)	i	i	i	i	i	i	i	i	i	i	i
Cc1cccc(NC(=O)C(=O)NCCc2c[nH]c3ccccc23)c1C	i	i	-5.6*	i	i	i	i	i	i	i	i
O=C(Cc1ccccc1)Nc1ccccc1C(=O)N1CCN(c2ccccc2)CC1	i	i	i	i	i	i	i	i	i	i	i
CC(=O)Nc1cccc(NC(=O)Cc2ccc3ccccc3c2)c1	i	i	i	i	i	i	i	i	i	i	i
O=C(NC1CCCCC1)C1CCC(=O)N(C2CC2)C1 (stereo not given)	i	i	i	i	i	i	i	i	i	i	i
CC(C)COc1cccc(-c2cc(C(=O)Nc3ccon3)c3ccccc3n2)c1	i	i	i	i	i	i	i	i	i	i	i
COC(=O)C1=C(O)/C(=C\c2ccc(CNS(=O)(=O)c3ccccc3)o2)N=C1C	i	i	i	i	i	i	i	i	i	i	i
Cc1cc(C(=O)C(=O)N(C)C)c(C)n1-c1ccc(Cl)cc1	i	i	i	i	i	i	i	i	i	i	i
CCOC(=O)c1cnc2nc(NCc3ccc(OC)c(OC)c3)[nH]n2c1=O	i	i	i	i	i	i	i	i	i	i	i
Cc1cc(NC(=O)CSCC(=O)OCC(=O)Nc2cc(C)c(C)cc2[N+](=O)[O-])no1	i	i	i	i	i	i	i	i	i	i	i
CCCCN(C(=O)NC(=O)Nc1ccccc1OC)S(C)(=O)=O	i	i	i	i	i	i	i	i	i	i	i
Cc1ccc2[nH]c3c(=O)n(CCCN4CCOCC4)cnc3c2c1	i	i	i	i	i	i	i	i	i	i	i
Cc1nc(NC(=O)CSc2nnc(Cn3nnc4ccccc43)n2C)sc1C	i	i	i	i	i	i	i	i	i	i	i
CCOC(=O)C1=C(c2ccccc2)NC(=S)NC1c1cc([N+](=O)[O-])ccc1OC (stereo not given)	i	i	i	i	i	i	i	i	i	i	i
COc1ccc(N(C)C(=O)C2CCCN2S(=O)(=O)c2cccc3nsnc23)c(OC)c1 (stereo not given)	i	i	i	i	i	i	i	i	i	i	i
COc1ccccc1C(=O)COC(=O)CN1C(=O)NC2(CCCC2)C1=O	i	i	i	i	i	i	i	i	i	i	i
CCOC(=O)Cn1c(=O)oc2cc(S(=O)(=O)NCCc3ccc(C)cc3)ccc21	i	i	i	i	i	i	i	i	i	i	i
O=C(CCS(=O)(=O)c1ccccc1)Nc1ccc2c(c1)C(=O)NC2=O	i	i	i	i	i	i	i	i	i	i	i
COc1cccc(N2CCN(C(=O)CCCCCn3c(=S)[nH]c4cc5c(cc4c3=O)OCO5)CC2)c1	i	i	i	i	i	i	i	i	i	i	i
Later entries
SMILES	TRPC4 block	TRPC4 act	ANO1 activ	TRPC4 potent	TRPC6 inh	ANO1 block	MrgX1 agonist	TRPC6 act	MrgX1 antag	MrgX1 allo act	RGS4 inh
COCCN(C(=O)COC(=O)CNC(=O)c1cccs1)c1c(N)n(Cc2ccccc2)c(=O)[nH]c1=O	i	i	i	i	i	i	i	i	i	i	i
CCc1noc(C)c1C(=O)N(Cc1ccccc1)c1c(N)n(CCOC)c(=O)[nH]c1=O	i	i	i	i	i	i	i	i	i	i	i
CCN(c1cccc(C)c1)c1nc2ccsc2c(=O)s1	i	i	i	i	i	i	i	i	i	i	i
CCOC(=O)N1CCC(N(CCN(C)C)C(=S)Nc2ccccc2OCC)CC1	i	i	i	i	i	i	i	i	i	i	i
O=C(CSCc1c(Cl)cccc1Cl)NCc1cccnc1	i	i	i	i	i	i	i	i	i	i	i
CC(=O)C(N=Nc1ccccc1)(Sc1nnc(-c2ccccc2)n1-c1ccccc1)C(C)=O	i	i	i	i	i	i	i	i	i	i	i
